From PubChem BioAssay
CHRM5 agonist: agonists of human muscarinic M5 receptor (CHRM5) | P08912 | CHO-K1 hM5 cells, Fluo-8 calcium fluorescence; 0% DMSO wells, 100% maximal acetylcholine response | activation, % at 3 µM | 360,000 compounds, 0.19% hits;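 active means activation above the run's mean over test compounds plus 3 SD, cut at about 23% in these data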;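 further: signal is peak over basal fluorescence ratio across the kinetic read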
Target sequence (P08912 whole entry, looked up): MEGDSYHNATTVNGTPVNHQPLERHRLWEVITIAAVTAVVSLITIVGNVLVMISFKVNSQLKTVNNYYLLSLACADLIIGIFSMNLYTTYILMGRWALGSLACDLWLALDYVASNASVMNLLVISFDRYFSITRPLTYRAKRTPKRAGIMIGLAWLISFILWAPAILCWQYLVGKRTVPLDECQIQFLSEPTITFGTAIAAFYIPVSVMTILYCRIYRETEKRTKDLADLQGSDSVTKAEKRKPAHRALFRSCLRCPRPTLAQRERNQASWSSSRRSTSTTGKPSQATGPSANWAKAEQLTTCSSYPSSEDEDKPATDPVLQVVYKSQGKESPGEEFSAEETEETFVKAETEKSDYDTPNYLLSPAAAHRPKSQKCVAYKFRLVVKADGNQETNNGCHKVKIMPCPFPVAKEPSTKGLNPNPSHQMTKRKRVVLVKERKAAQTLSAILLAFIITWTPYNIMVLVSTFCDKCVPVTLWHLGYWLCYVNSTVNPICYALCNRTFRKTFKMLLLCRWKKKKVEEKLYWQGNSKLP
CHO-K1 Ca antag: M1 antagonist counterscreen hit in parental CHO-K1 cells. ATP-induced calcium, Fluo-8 fluorescence. inhibition, % at 3 µM. 360,000 compounds, 0.6% hits. AID 602250;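 active means inhibition above a per-plate cutoff, the plate's mean sample inhibition plus 3 SD, cut at about 24% in these data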;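 further: 0% = DMSO plus EC80 ATP and 100% = DMSO alone without ATP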
CHO-K1 Ca ag: nonselective activator or artifact in parental CHO-K1 cells; Fluo-8 calcium fluorescence; scaled to maximal ATP response, vehicle zero; activation, % at 3 µM; 360,000 compounds, 0.48% hits; AID 602248; in the data active means activation above about 15%;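 further: untransfected CHO-K1 host cells lacking M1 receptor as counterscreen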
CHRM4 antagonist: CHRM4 antagonism in calcium assay; 360,000 compounds, 0.73% hits; inhibition, % at 3 µM; CHO-hM4 cells, ACh EC80, Fluo-8 calcium fluorescence;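 active means inhibition above its plate's cutoff, the mean inhibition of sample wells plus 3 SD, cut at about 27% in these data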;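 further: 0% = acetylcholine EC80 with DMSO and 100% = DMSO without agonist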
Target sequence (P08173 whole entry, looked up): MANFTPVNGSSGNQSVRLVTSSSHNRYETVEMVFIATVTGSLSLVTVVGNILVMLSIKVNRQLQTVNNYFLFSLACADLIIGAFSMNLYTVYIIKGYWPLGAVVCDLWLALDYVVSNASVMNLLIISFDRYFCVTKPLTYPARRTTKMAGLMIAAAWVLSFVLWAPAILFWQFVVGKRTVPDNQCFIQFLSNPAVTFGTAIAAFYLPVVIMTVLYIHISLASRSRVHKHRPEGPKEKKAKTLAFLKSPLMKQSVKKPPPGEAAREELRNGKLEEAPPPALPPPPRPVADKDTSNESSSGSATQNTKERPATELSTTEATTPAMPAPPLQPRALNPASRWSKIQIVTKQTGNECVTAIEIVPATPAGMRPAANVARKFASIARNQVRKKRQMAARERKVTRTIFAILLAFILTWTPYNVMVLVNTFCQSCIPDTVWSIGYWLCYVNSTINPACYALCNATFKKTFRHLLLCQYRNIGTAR
M1 PAM parental: M1 PAM counterscreen hit in parental CHO-K1 cells; ATP EC20, Fluo-8 calcium fluorescence; 0% at ATP EC20, 100% at ATP max; activation, % at 3 µM; 360,000 compounds, 0.02% hits; AID 602247;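 active means activation above the run cutoff, the mean activation of all test compounds plus 3 SD, cut at about 40% in these data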;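 further: peak over basal fluorescence ratio in a 140 s read after ATP addition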
CHRM5 PAM: potentiates acetylcholine response at human M5 receptor | CHO-K1 hM5, Fluo-8 calcium, ACh EC20 PAM; 0% = ACh EC20, 100% = ACh EC100 | 360,000 compounds, 0.3% hits | AID 624038 | P08912 | activation, % at 3 µM;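 active means activation above the run cutoff, the mean activation of all test compounds plus 3 SD, cut at about 18% in these data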
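Assay system: CHO-K1 hM5 cells. Also added: acetylcholine at EC20 concentration, added after compound. Dosing: 3 µM, single dose. Times: compound preincubation 140 s before EC20 acetylcholine addition. Signal: Fluo-8 calcium fluorescence. Measure: % activation relative to EC20 and EC100 ACh responses. Repeats: singlicate, one well per test compound.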
M4 PAM: positive allosteric modulators of human muscarinic M4 receptor. CHO-K1 hM4/Gqi5, Fluo-8 calcium fluorescence, ACh EC20; 0% = ACh EC20, 100% = maximal ACh. P08173. activation, % at 3 µM. 360,000 compounds, 0.4% hits;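 active means activation above its plate's cutoff, the mean activation of sample wells plus 3 SD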; further: some results filed as inactive read as strong as hits
M5 antag: CHRM5 antagonism in calcium assay; CHO-hM5 cells, Fluo-8 calcium fluorescence, ACh EC80; 360,000 compounds, 0.59% hits; P08912; AID 624040; inhibition, % at 3 µM;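 active means inhibition above a per-plate cutoff, the mean of that plate's test compounds plus 3 SD, cut at about 27% in these data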;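 further: 0% = acetylcholine EC80 with DMSO and 100% = DMSO without agonist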
M4 ag: agonists of human muscarinic M4 receptor (CHRM4). P08173. CHO-K1 hM4/Gqi5, Fluo-8 calcium fluorescence; vehicle 0%, full acetylcholine response 100%. 360,000 compounds, 0.14% hits. activation, % at 3 µM;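 active means activation above the run mean over all test wells plus 3 SD, cut at about 32% in these data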;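 further: peak over basal fluorescence ratio per well then scaled between controls; 0% = DMSO wells and 100% = acetylcholine at EC100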
Starred values were filed as active, the others as inactive.

Results follow in this order: CHRM5 agonist	CHO-K1 Ca antag	CHO-K1 Ca ag	CHRM4 antagonist	M1 PAM parental	CHRM5 PAM	M4 PAM	M5 antag	M4 ag
CCNC(=O)C1CCCN(Cc2ccc(C)c3ccccc23)CC1 (stereo unspecified)
  -2	-15	0.6	-7	13	-2	4	-4	0
C#CCSc1[nH]c(=O)cc(C)c1C#N
  -2	4	-0.4	11	-5	-1	0	10	0
CCOc1ccc(Br)cc1S(=O)(=O)Nc1cccc(S(=O)(=O)N(C)c2ccccc2)c1
  -3	-6	0.1	6	8	-10	-9	-6	-1
Cc1[nH]c(=O)[nH]c(=O)c1S(=O)(=O)N1CCCC(C(=O)N2CCN(c3ccccc3Cl)CC2)C1 (stereo unspecified)
  -2	-3	0.3	6	14	6	9	-3	0
CCn1cc(Cl)c(C(=O)N2N=C3/C(=C/c4cccs4)CCCC3C2c2cccs2)n1 (stereo unspecified)
  -2	-3	2.1	3	21	1	0	0	-2
Cc1ccc(CN2CC(C(=O)N3CCN(S(=O)(=O)c4c(F)cccc4F)CC3)CC2=O)cc1 (stereo unspecified)
  -4	4	0.4	-22	4	-8	3	8	7
Cc1nc2ncnn2c(C)c1Cc1ccccc1Cl
  1	12	-0.2	-1	3	0	-1	-3	0
CCn1c(SCc2cccc(C(F)(F)F)c2)nnc1-c1ccco1
  -1	7	0.7	-1	11	3	28	-5	1
OCC1(CCc2ccccc2)CCN(Cc2ccccc2Cl)CC1
  -17	-16	2.7	16	7	-16	-19	7	1
CCOC(=O)Cn1nc(Cc2ccccc2)c2ccccc2c1=O
  -8	-4	-0.2	-9	8	2	5	-6	0
O=C(CSc1nc(N2CCCCC2)nc(N2CCCCC2)n1)Nc1nccs1
  0	16	0.2	7	-7	-4	-5	2	0
COc1cc(OC)cc(C(=O)Nc2ncn[nH]2)c1
  2	-9	0.6	-2	19	14	8	-8	1
COc1cccc(NC(=O)c2ccccc2F)c1
  -3	-10	-0.5	-7	4	-2	8	1	3
CC1(C2CC2)NC(=O)N(CC(=O)Nc2ccc(C(F)(F)F)cc2)C1=O (stereo unspecified)
  2	-16	0.2	1	10	-12	6	12	4
CC(C)c1nnc(SCC(=O)NCCC2=CCCCC2)n1N
  -2	-8	0.4	6	17	2	8	-8	0
CCn1cc(C(=O)Nc2ccc(F)c(F)c2)cn1
  1	-3	1.1	1	24	4	17	-7	3
Cc1cccc(-c2c3c(=O)n(C)c(=O)n(C)c3cn2CCO)c1
  -3	-3	0.1	7	8	-1	-2	-2	0
O=C1OCC(c2ccc(Cl)s2)=C1c1ccccc1[N+](=O)[O-]
  -2	8	1.6	9	-11	-10	-10	14	4
CN(Cc1ccncn1)C(=O)CC1C(=O)NCCN1Cc1cccc(Oc2ccccc2)c1 (stereo unspecified)
  1	4	0.4	-1	-8	11	-2	-2	2
CC(=O)Nc1ccc(NC2=C/C(=N/S(=O)(=O)c3cccs3)c3ccccc3C2=O)cc1
  3	-5	4.9	11	8	-5	-9	28*	15

Ordered by molar mass (high to low): part of the list above.
Results follow in this order: CHRM5 agonist	CHO-K1 Ca antag	CHO-K1 Ca ag	CHRM4 antagonist	M1 PAM parental	CHRM5 PAM	M4 PAM	M5 antag	M4 ag
CCn1cc(Cl)c(C(=O)N2N=C3/C(=C/c4cccs4)CCCC3C2c2cccs2)n1 (stereo unspecified)
  -2	-3	2.1	3	21	1	0	0	-2
CN(Cc1ccncn1)C(=O)CC1C(=O)NCCN1Cc1cccc(Oc2ccccc2)c1 (stereo unspecified)
  1	4	0.4	-1	-8	11	-2	-2	2
CC1(C2CC2)NC(=O)N(CC(=O)Nc2ccc(C(F)(F)F)cc2)C1=O (stereo unspecified)
  2	-16	0.2	1	10	-12	6	12	4

A few values from the list:
COc1cccc(NC(=O)c2ccccc2F)c1 | M5 antag: 1
CC(=O)Nc1ccc(NC2=C/C(=N/S(=O)(=O)c3cccs3)c3ccccc3C2=O)cc1 | M4 PAM: -9
Cc1cccc(-c2c3c(=O)n(C)c(=O)n(C)c3cn2CCO)c1 | M4 ag: 0
O=C(CSc1nc(N2CCCCC2)nc(N2CCCCC2)n1)Nc1nccs1 | M1 PAM parental: -7
CC1(C2CC2)NC(=O)N(CC(=O)Nc2ccc(C(F)(F)F)cc2)C1=O (stereo unspecified) | CHRM5 PAM: -12

(further entries)
Results follow in this order: CHRM5 agonist	CHO-K1 Ca antag	CHO-K1 Ca ag	CHRM4 antagonist	M1 PAM parental	CHRM5 PAM	M4 PAM	M5 antag	M4 ag
C=CCNC(=S)NC(=O)c1ccc(C)c(Br)c1
  -9	-16	2.0	-2	22	-9	-5	9	-2
CCN(CC(=O)Nc1c(F)cccc1F)C(=O)Cc1csc(-c2ccc(OC)c(OC)c2)n1
  4	-15	1.4	-7	26	4	6	7	2
Cc1cc(C)cc(Oc2ccc(N)cc2)c1
  -1	-9	0.5	-7	18	-2	9	-6	0
CCc1cc(=O)oc2cc(C)cc(OC(C)C(=O)NC3CCN(Cc4ccccc4)CC3)c12 (stereo unspecified)
  1	-12	0.3	2	-5	-8	-6	9	4
CCOC(=O)c1c(NC(=O)CN2C(=O)NC3(CCC(C)CC3)C2=O)sc(C)c1CC (stereo unspecified)
  3	-9	3.1	-7	15	6	6	2	0
CC(C)NS(=O)(=O)c1ccc(CCC(=O)O)cc1
  -7	6	0.0	-4	2	0	-5	5	1
CNCC(O)CN1CCN(c2ccccc2OC)CC1 (stereo unspecified)
  -6	-7	-0.4	-18	21	0	20*	-1	1
O=C(C1CCCCC1)N1C[C@@H](O)[C@H](n2cc(C3CC3)nn2)C[C@@H]1c1ccccc1
  0	-1	0.4	-14	4	-2	10	4	1
O=C(c1ccc(Cl)cc1)c1cc([N+](=O)[O-])ccc1N1CCOCC1
  -4	-16	1.3	2	18	3	-4	11	3
Cc1nc(Cc2nnc(SC(C)C(=O)N3c4ccccc4NC(=O)C3(C)C)o2)cs1 (stereo unspecified)
  1	10	-0.3	6	-10	3	0	1	1
Cc1ccc(C(=O)COC(=O)CCS(=O)(=O)c2ccccc2)cc1[N+](=O)[O-]
  2	-6	3.7	-1	19	12	2	8	3
COc1ccc2c(c1OC)C(=O)OC2CC(=O)O (stereo unspecified)
  -3	-10	1.0	7	22	-2	3	-10	0
COc1cc(/C=N\NC(=O)C2C(=O)NCC2c2ccccc2)cc(OC)c1O (stereo unspecified)
  -1	-15	0.2	5	5	-2	-1	2	0
O=C(Nc1ccc(Cl)c(Cl)c1)C1C2C=CC3(O2)C1C(=O)N(CCN1CCCCC1)C3C(=O)NC1CCCCC1 (stereo unspecified)
  -4	-13	-0.2	16	-2	4	-14	-4	-1
Cc1ccc(C(=O)Nc2ccccc2C(=O)NCC2CCCO2)cc1 (stereo unspecified)
  0	19	0.9	0	-29	-6	-4	12	4
CCN1CCN(c2ccc(S(=O)(=O)N3CCCCC3)cc2NC(=O)c2ccc([N+](=O)[O-])o2)CC1
  -2	3	2.3	-8	6	3	4	-4	3
COCCNC(=O)C1(C)CCCN(Cc2ccc(Cl)c(Cl)c2)C1 (stereo unspecified)
  0	-5	0.6	0	15	-1	-1	3	0
O=C(O)c1cn[nH]c1-c1cccc([N+](=O)[O-])c1
  -1	7	7.6	0	-2	1	8	2	2
S=C(NCCCN1CCOCC1)Nc1ccc(Cl)cc1
  -1	-3	0.6	-7	14	-1	8	0	2
COCCCn1c(SCC(=O)Nc2ccc(NC(C)=O)cc2)nc2sc3c(c2c1=O)CCC3
  -2	23	-0.2	4	-16	-2	2	6	-1
O=C(c1cccs1)N1CCN(C(=O)c2ccco2)c2ccccc2C1
  0	4	3.8	5	11	-4	-2	3	2
CC(C)(CO)Nc1nc(N2CCCC2)nc(N2CCCC2)n1
  -3	0	-0.3	-2	5	17	4	-6	0
CSc1c(CC(=O)NCCO)n(C)c2ccccc12
  -6	-26	-0.5	-12	8	4	4	-5	0
Cc1[nH]n(-c2ccccc2)c(=O)c1N=Nc1ccccc1C(=O)N1CCOCC1
  -1	6	3.5	-6	3	-3	1	-2	3
COc1ccc2c(CCNC(=O)c3ccco3)c[nH]c2c1
  2	-14	1.6	6	25	8	12	-8	2
CCCOc1ccc(C(=O)Nc2cc(S(=O)(=O)N3CCOCC3)ccc2N2CCN(CC)CC2)cc1OC
  -3	-4	-0.1	0	-15	-18	3	17	1
O=C(COC(=O)CNC(=O)c1cccc([N+](=O)[O-])c1)Nc1ccccc1OC(F)F
  0	8	11	2	16	-1	-1	6	2
N#Cc1c(N)nc2c(c1N)CC(C(F)(F)F)O2 (stereo unspecified)
  1	-8	0.5	-6	15	0	4	2	1
CC(O)c1nc2ccccc2n1CCCc1ccccc1 (stereo unspecified)
  4	-7	3.0	16	15	4	-6	-1	6
COc1ccccc1NC1=Nc2cccc3cccc1c23
  -2	-5	-0.3	7	-20	-10	-7	12	0
COc1ccccc1[C@@H]1C(c2cccc(C)c2)=NN(c2ccc(Br)cc2)[C@H]1C(=O)N1CCOC1=O
  1	-21	0.3	1	26	9	-3	-10	1
Cc1ccc(CSCCNC(=O)c2cccc([N+](=O)[O-])c2)cc1
  0	-1	2.4	-8	10	-2	9	3	4
Cc1ccc2c(c1)C1CN(C)CCC1N2C(=O)COc1ccccc1F (stereo unspecified)
  -6	-6	0.9	3	0	-1	14	11	1
Cc1c(C(c2ccc(C(=O)O)cc2)c2c(C)n(C)n(-c3ccccc3)c2=O)c(=O)n(-c2ccccc2)n1C
  -6	-12	1.1	-15	9	3	11	2	1
CCc1ccc2[nH]c(=O)c(CN(CCN(C)C)C(=S)NCc3ccco3)cc2c1
  -1	9	0.0	-3	8	0	-4	2	0
C=CCNC(=O)C1CCN(S(C)(=O)=O)CC1
  -1	-10	0.4	0	15	5	4	-6	1
Cc1cc(C)cc(NC(=O)Nc2cnccn2)c1
  -1	-3	0.5	2	7	2	-5	-12	1
O=S1(=O)CCOC[C@H](Cc2ccccc2)N1Cc1ccccc1F
  -2	-7	-0.2	1	-16	0	-7	3	1
O=C(Nc1ccncc1)C1CCN(S(=O)(=O)c2ccccc2)CC1
  -3	-17	2.0	-6	-3	-3	2	3	2
O=C(NCc1ccccc1)C12CC3CC(CC(C3)C1)C2
  -1	0	0.4	4	12	0	-1	-2	-1
COc1ccc(OC)c(CN(CCN2CCOCC2)C(=O)Nc2ccccc2)c1
  -2	3	0.8	2	15	3	4	-7	2
COCCNC(=O)CN(C(=O)CCC(=O)Nc1cc(C)on1)c1ccc(C)cc1C
  1	-12	0.4	0	5	-2	5	3	0
CNC(=O)COC(=O)c1cccc(S(=O)(=O)N2CCN(c3ccc(F)cc3)CC2)c1
  -2	0	0.4	23	-19	-1	-5	1	0
O=C(COC(=O)c1cc(S(=O)(=O)N2CCOCC2)ccc1Cl)NCc1ccc2c(c1)OCO2
  2	4	1.0	0	-2	-12	2	-2	2
CC12CCC3C(CCC4N(CCO)CCC34C)C1CCC2O (stereo unspecified)
  -6	-16	1.0	-17	29	6	2	8	2
Cc1cccc(C(=O)OCc2cnc(Cl)s2)c1
  0	12	5.2	4	-6	-3	-2	2	-1
COc1ccc(-c2sc3ccc(N4CCOCC4)cc3c2C#CCO)cc1
  -1	-10	0.8	-3	-2	-6	-2	16	4
O=C(NCCCc1ccccc1)c1ccccc1
  -5	5	0.0	11	0	0	2	-1	0
Cc1nc2sc(C(c3ccco3)N3CCN(c4ccccc4F)CC3)c(O)n2n1 (stereo unspecified)
  4	-17	0.4	2	7	0	2	-4	2

No enrichment for hits, and some 2.7% of all compounds hit somewhere here.
